SRC1 TRFRET art: counter-screen for PPARgamma SRC-1 recruitment agonists: TR-FRET artefact; TR-FRET detection artefact counter-screen, emission ratio; active compounds read high; TR-FRET ratio at 8 µM; 99,000 tested, 0.34% active; AID 1051; in the data active = TR-FRET ratio above about 2300; note: inactives centre near 1800; reference of the scale not given here
SRC3 TRFRET art: flags TR-FRET format artefacts in PPARgamma SRC-3 recruitment agonist screen. 99,000 tested, 0.39% active. TR-FRET artefact counter-screen, PPARgamma/SRC-3 format; active compounds read high. TR-FRET ratio at 8 µM; in the data active = TR-FRET ratio above about 2000; note: inactives centre near 1600; reference of the scale not given here
* marks the source's active call; other numbers are inactive results.

How did N#Cc1ccc(N2C(=O)[C@@H]3C(C(=O)C(c4ccccc4)c4ccccc4)=NN[C@@H]3C2=O)cc1 do in these assays?
SRC1 TRFRET art: 1941; SRC3 TRFRET art: 1684

Results for CNC(=O)C(C)c1ncc(C(F)(F)F)cc1Cl (stereo unspecified) ?
SRC1 TRFRET art: 1671; SRC3 TRFRET art: 1596

Results for c1ccc(CSc2ccc(-c3ccccn3)nn2)nc1 ?
SRC1 TRFRET art: 1922; SRC3 TRFRET art: 1560

Results for Fc1cccc(NC(=S)NNc2c3ccccc3nc3ccccc23)c1 ?
SRC1 TRFRET art: 3530*; SRC3 TRFRET art: 2517*

How did COc1cc2c(cc1NC(=O)c1cc(-c3ccncc3)nc3ccccc13)oc1ccccc12 do in these assays?
SRC1 TRFRET art: 1926; SRC3 TRFRET art: 1709

What do the screens show for `N#CC1=C(N)N2C(=C(C#N)C13CCCCC3)SC1CCCCC12O` (stereo unspecified)?
SRC1 TRFRET art: 1955; SRC3 TRFRET art: 1562

What do the screens show for `Cc1cc(=O)[nH]c(SCC(=O)N(CCC#N)c2ccccc2)c1C#N`?
SRC1 TRFRET art: 1745; SRC3 TRFRET art: 1410

Results for Cc1ccc(S(=O)(=O)N2CCCC2)cc1[N+](=O)[O-] ?
SRC1 TRFRET art: 1840; SRC3 TRFRET art: 1681

How did CCN(CC)S(=O)(=O)c1ccc2c3c(cccc13)C(=O)N2 do in these assays?
SRC1 TRFRET art: 1537; SRC3 TRFRET art: 1609

Results for FC(F)(F)c1cccc(N2CCN(C(=S)NCC3CCCO3)CC2)c1 (stereo unspecified) ?
SRC1 TRFRET art: 1780; SRC3 TRFRET art: 1522

What do the screens show for `Cn1c(C(C#N)C(=O)Cc2cccc3ccccc23)nc2ccccc21` (stereo unspecified)?
SRC1 TRFRET art: 1853; SRC3 TRFRET art: 1573

Results for O=C(NCCc1cccs1)c1ccc(Cl)c(Cl)c1 ?
SRC1 TRFRET art: 1974; SRC3 TRFRET art: 1598

The last 2 entries of the part above are carried over, then new ones follow.
What do the screens show for `Cn1c(C(C#N)C(=O)Cc2cccc3ccccc23)nc2ccccc21` (stereo unspecified)?
SRC1 TRFRET art: 1853; SRC3 TRFRET art: 1573

Results for O=C(NCCc1cccs1)c1ccc(Cl)c(Cl)c1 ?
SRC1 TRFRET art: 1974; SRC3 TRFRET art: 1598

What do the screens show for `CCn1c(C)nc2cc(C(=O)NNC(=O)CCC3CCCC3)ccc21`?
SRC1 TRFRET art: 1740; SRC3 TRFRET art: 1569

What do the screens show for `O=C(NCCc1ccccc1)C(=O)NCC1OCCN1S(=O)(=O)c1ccc([N+](=O)[O-])cc1` (stereo unspecified)?
SRC1 TRFRET art: 1547; SRC3 TRFRET art: 1565

Results for COC(=O)c1ccc(Cl)c(NC(=O)c2cccc([N+](=O)[O-])c2C)c1 ?
SRC1 TRFRET art: 1630; SRC3 TRFRET art: 1664

What do the screens show for `COc1cc(OC)c2c(c1)C(=O)OC2`?
SRC1 TRFRET art: 1801; SRC3 TRFRET art: 1660

Results for COc1ccc(CCN(Cc2cccs2)S(=O)(=O)c2ccc(S(=O)(=O)N3CCC(C)CC3)cc2)cc1OC ?
SRC1 TRFRET art: 1585; SRC3 TRFRET art: 1658

How did O=C(NCCc1ccccc1)/C(=C/c1ccco1)c1ccccc1 do in these assays?
SRC1 TRFRET art: 1681; SRC3 TRFRET art: 1455

How did Cc1ccc(S(=O)(=O)N2CCCC(C(=O)NNCC(=O)Nc3cc(F)ccc3F)C2)cc1 (stereo unspecified) do in these assays?
SRC1 TRFRET art: 1789; SRC3 TRFRET art: 1747

How did COC(=O)c1ccc(NC(=O)C(=O)c2cccn2C)cc1 do in these assays?
SRC1 TRFRET art: 1783; SRC3 TRFRET art: 1584

What do the screens show for `O=C(Cc1coc(-c2ccc(F)cc2)n1)Nc1ccccc1`?
SRC1 TRFRET art: 1809; SRC3 TRFRET art: 1515

How did Fc1ccc(-n2c(-c3cccs3)nc3nc4ccccc4nc32)cc1 do in these assays?
SRC1 TRFRET art: 1776; SRC3 TRFRET art: 1657

Results for CCOc1[nH]n(-c2ccccc2)c(=O)c1C=Nc1ccc(C)cc1 ?
SRC1 TRFRET art: 1886; SRC3 TRFRET art: 1709

What do the screens show for `CCOC(=O)C1CCN(C(=O)CNS(=O)(=O)c2cccs2)CC1`?
SRC1 TRFRET art: 1865; SRC3 TRFRET art: 1670

How did Cc1ccccc1OCC(=O)NNC(=O)CN1C(=O)c2ccccc2C1=O do in these assays?
SRC1 TRFRET art: 1731; SRC3 TRFRET art: 1594

Results for Clc1cccc(N2CCN(CCNc3nc4ccccc4n4cnnc34)CC2)c1 ?
SRC1 TRFRET art: 1818; SRC3 TRFRET art: 1586

Results for Cc1cc(C(=O)COc2cccnc2[N+](=O)[O-])c(C)n1Cc1ccco1 ?
SRC1 TRFRET art: 1884; SRC3 TRFRET art: 1847

Results for COC(CNC(=O)C1CCCCC1C(=O)O)OC (stereo unspecified) ?
SRC1 TRFRET art: 1587; SRC3 TRFRET art: 1675

How did Cc1ccc(NC(=O)CN(C)C(=O)CCC(=O)c2cccs2)cc1 do in these assays?
SRC1 TRFRET art: 1669; SRC3 TRFRET art: 1664

Results for CC1=CC(C2CC(=O)N(c3ccc(C)cc3)C2=O)CC2C(=O)N(c3ccc(C)cc3)C(=O)C12 (stereo unspecified) ?
SRC1 TRFRET art: 1838; SRC3 TRFRET art: 1555

Results for CCC(C)NC(=O)c1ccccc1SC (stereo unspecified) ?
SRC1 TRFRET art: 1631; SRC3 TRFRET art: 1500

What do the screens show for `CCCOc1cccc(C(=O)NC(=S)Nc2cccc(NC(=O)c3ccccc3Cl)c2)c1`?
SRC1 TRFRET art: 1682; SRC3 TRFRET art: 1533

What do the screens show for `COc1cc(C(=O)Nc2ccc(C(=O)O)cc2)ccc1OC(C)=O`?
SRC1 TRFRET art: 1772; SRC3 TRFRET art: 1479

What do the screens show for `O=C(NCc1ccccc1)Nc1cccn(Cc2ccc(Cl)cc2)c1=O`?
SRC1 TRFRET art: 1871; SRC3 TRFRET art: 1577

How did O=C(Nc1nccs1)c1ccc(-c2ccc([N+](=O)[O-])cc2)o1 do in these assays?
SRC1 TRFRET art: 2018; SRC3 TRFRET art: 1643

What do the screens show for `CCn1nnc2c(=O)oc3ccccc3c21`?
SRC1 TRFRET art: 1603; SRC3 TRFRET art: 1308

Results for CN(C)N1C(N)=C(C#N)C(c2cccnc2)C2=C1CCCC2=O (stereo unspecified) ?
SRC1 TRFRET art: 1705; SRC3 TRFRET art: 1516

What do the screens show for `Cc1ccc(S(=O)(=O)CCC(=O)OCc2ccc(S(=O)(=O)C(C)C)cc2)cc1`?
SRC1 TRFRET art: 1464; SRC3 TRFRET art: 1484

How did O=C(c1cc([N+](=O)[O-])ccc1N1CCCC1)N1CCCC1 do in these assays?
SRC1 TRFRET art: 1921; SRC3 TRFRET art: 1515

How did Cc1c(Cl)cccc1NC(=O)CSc1nc2c(c(=O)[nH]1)CCCC2 do in these assays?
SRC1 TRFRET art: 1521; SRC3 TRFRET art: 1320

What do the screens show for `COc1cccc(CC2(CO)CCCN(Cc3ccc4c(c3)OCCO4)C2)c1` (stereo unspecified)?
SRC1 TRFRET art: 1651; SRC3 TRFRET art: 1475

How did COc1ccc(-c2cc(C3CC3)nc(SCC(=O)c3cccs3)c2C#N)cc1 do in these assays?
SRC1 TRFRET art: 1947; SRC3 TRFRET art: 1656

Results for CCN(CC)S(=O)(=O)c1cc(NC(=O)C(C)OC(=O)c2[nH]c(C)c(C(C)=O)c2C)ccc1C (stereo unspecified) ?
SRC1 TRFRET art: 1790; SRC3 TRFRET art: 1607

Results for CC(=O)C(C)Oc1ccc(Cc2ncc(C(F)(F)F)cc2Cl)cc1 (stereo unspecified) ?
SRC1 TRFRET art: 1728; SRC3 TRFRET art: 1510

What do the screens show for `COc1ccc(NS(=O)(=O)c2cccc(NC(=O)c3cnccn3)c2)cc1Br`?
SRC1 TRFRET art: 1562; SRC3 TRFRET art: 1448

How did COc1ccc(CCNC(=O)c2cc(=O)n(C)c(=O)n2C)cc1OC do in these assays?
SRC1 TRFRET art: 1673; SRC3 TRFRET art: 1535

What do the screens show for `Cc1ccccc1SCC(=O)Nc1ccc(N2CCOCC2)cc1`?
SRC1 TRFRET art: 1779; SRC3 TRFRET art: 1753

How did COc1ccc(C(NC(=O)/C=C/c2ccco2)c2ccc(OC)cc2)cc1 do in these assays?
SRC1 TRFRET art: 2041; SRC3 TRFRET art: 1917

Some of these compounds in order of formula weight, falling.
Results for CC(=O)C(C)Oc1ccc(Cc2ncc(C(F)(F)F)cc2Cl)cc1 (stereo unspecified) ?
SRC1 TRFRET art: 1728; SRC3 TRFRET art: 1510

What do the screens show for `Cc1ccccc1SCC(=O)Nc1ccc(N2CCOCC2)cc1`?
SRC1 TRFRET art: 1779; SRC3 TRFRET art: 1753

Results for CN(C)N1C(N)=C(C#N)C(c2cccnc2)C2=C1CCCC2=O (stereo unspecified) ?
SRC1 TRFRET art: 1705; SRC3 TRFRET art: 1516

Further results
How did Cc1ccc(NC(=O)CN(C)C(=O)/C=C/c2cccc(F)c2)cc1 do in these assays?
SRC1 TRFRET art: 1770; SRC3 TRFRET art: 1505

Results for O=S(=O)(Cc1cc(-c2ccccc2)no1)c1ccccc1 ?
SRC1 TRFRET art: 2036; SRC3 TRFRET art: 1785

How did C=C(C)CNC(=S)N/N=C/c1ccc(NC(C)=O)cc1 do in these assays?
SRC1 TRFRET art: 2075; SRC3 TRFRET art: 1803

What do the screens show for `Cc1nonc1NC(=O)CSc1nc2cc(Cl)ccc2c2c1CCCC2`?
SRC1 TRFRET art: 1678; SRC3 TRFRET art: 1723

How did O=C(COc1ccc(C(=O)c2ccc(F)cc2)cc1)NCc1ccc(F)cc1 do in these assays?
SRC1 TRFRET art: 1777; SRC3 TRFRET art: 1627

How did COc1ccc(CCNC(=O)CCN2C(=O)COc3ccccc32)cc1OC do in these assays?
SRC1 TRFRET art: 1742; SRC3 TRFRET art: 1561

Results for Cc1ccc(NC(=O)CN2C(=O)S/C(=C\c3cccn3-c3cccc(C(=O)O)c3)C2=O)cc1C ?
SRC1 TRFRET art: 1819; SRC3 TRFRET art: 1602

Results for Cc1cc(C(=O)N2CCCC(C(=O)c3cc(F)ccc3F)C2)c(C)o1 (stereo unspecified) ?
SRC1 TRFRET art: 1861; SRC3 TRFRET art: 1727

Results for OC(CCN1CCC2(CC1)OCCO2)C(F)(F)F (stereo unspecified) ?
SRC1 TRFRET art: 2017; SRC3 TRFRET art: 1574

What do the screens show for `Cc1c(Cl)cccc1NC(=S)NCC(C)C`?
SRC1 TRFRET art: 2014; SRC3 TRFRET art: 1516

What do the screens show for `COc1ccc(Cl)cc1N/C(N)=N/c1nc(C)cc(C)n1`?
SRC1 TRFRET art: 1530; SRC3 TRFRET art: 1876

How did COc1cc(NS(=O)(=O)c2ccc(NC(=S)NC(=O)COc3ccccc3OC)cc2)nc(OC)n1 do in these assays?
SRC1 TRFRET art: 1915; SRC3 TRFRET art: 1419

How did COc1cccc(OC)c1C(=O)NNC(=O)c1ccccc1-n1cccc1 do in these assays?
SRC1 TRFRET art: 1606; SRC3 TRFRET art: 1570

Results for CCCCc1c(C)nc2ccccc2c1SCCC#N ?
SRC1 TRFRET art: 1970; SRC3 TRFRET art: 1681

Results for CSc1ccccc1C(=O)C1CCCN(C(=O)c2ccc(N3CCOCC3)cc2)C1 (stereo unspecified) ?
SRC1 TRFRET art: 2004; SRC3 TRFRET art: 1564

What do the screens show for `CCSC1=N/C(=C\c2ccc(OC)cc2)C(=O)N1`?
SRC1 TRFRET art: 1935; SRC3 TRFRET art: 1829

How did COc1cc(C(=O)NC(=S)Nc2ccc3c(c2)C(=O)N(C)C3=O)cc(OC)c1OC do in these assays?
SRC1 TRFRET art: 1672; SRC3 TRFRET art: 1482

Results for Cc1ccc(-c2csc(/C(C#N)=C/Nc3ccccc3SC(F)(F)F)n2)c(C)c1 ?
SRC1 TRFRET art: 1570; SRC3 TRFRET art: 1530

What do the screens show for `CC(=O)c1ccc(NC(=O)C2Cc3ccccc3CN2C(=O)c2ccccc2)cc1` (stereo unspecified)?
SRC1 TRFRET art: 1688; SRC3 TRFRET art: 1759

Results for Cc1ccc(C(=O)Nc2ccc(NC(=O)c3cccs3)cc2)cc1[N+](=O)[O-] ?
SRC1 TRFRET art: 1685; SRC3 TRFRET art: 1474

What do the screens show for `CCOCCCNc1nc2c(-c3ccccc3)nnn2c2ccccc12`?
SRC1 TRFRET art: 1868; SRC3 TRFRET art: 1540

What do the screens show for `CC(C)N(Cc1ccccc1)C(=O)CCc1ccccc1`?
SRC1 TRFRET art: 1770; SRC3 TRFRET art: 1753

How did CCCn1c(N2CCN(C(=O)Nc3ccccc3)CC2)nc2ccccc21 do in these assays?
SRC1 TRFRET art: 1777; SRC3 TRFRET art: 1611

What do the screens show for `CCOc1cc(/C=N/O)ccc1OCc1ccc([N+](=O)[O-])cc1`?
SRC1 TRFRET art: 1957; SRC3 TRFRET art: 1708

Results for O=C(CNC(=O)c1ccc(Cl)cc1)NCC(F)(F)F ?
SRC1 TRFRET art: 1856; SRC3 TRFRET art: 1746

Results for Cn1cccc1/C=C1\SC(=O)N(c2ccc(O)cc2)C1=O ?
SRC1 TRFRET art: 1849; SRC3 TRFRET art: 1538

What do the screens show for `COc1ccc(/C=N/NC(C)(C)C)c(OC)c1`?
SRC1 TRFRET art: 1649; SRC3 TRFRET art: 1682

Compounds above that contain an NH in an aromatic ring (4):
What do the screens show for `Cc1cc(=O)[nH]c(SCC(=O)N(CCC#N)c2ccccc2)c1C#N`?
SRC1 TRFRET art: 1745; SRC3 TRFRET art: 1410

Results for CCOc1[nH]n(-c2ccccc2)c(=O)c1C=Nc1ccc(C)cc1 ?
SRC1 TRFRET art: 1886; SRC3 TRFRET art: 1709

How did Cc1c(Cl)cccc1NC(=O)CSc1nc2c(c(=O)[nH]1)CCCC2 do in these assays?
SRC1 TRFRET art: 1521; SRC3 TRFRET art: 1320

Results for CCN(CC)S(=O)(=O)c1cc(NC(=O)C(C)OC(=O)c2[nH]c(C)c(C(C)=O)c2C)ccc1C (stereo unspecified) ?
SRC1 TRFRET art: 1790; SRC3 TRFRET art: 1607
